Screening data (PubChem)
SENP8 block-1 – human SENP8 protease inhibitors, primary screen, biochemical, fluorescence, Nedd8 protein substrate, uHTS; recombinant SENP8; inhibition, % at 20 µM; AID 602440, 2012; 360,000 tested, 0.64% active; Sentrin-specific protease 8 (Homo sapiens), Q96LD8; in the data active means inhibition mostly above about 40%, no sharp cut-off; inactive means mostly below about 27%
Target sequence (Q96LD8 whole entry, looked up): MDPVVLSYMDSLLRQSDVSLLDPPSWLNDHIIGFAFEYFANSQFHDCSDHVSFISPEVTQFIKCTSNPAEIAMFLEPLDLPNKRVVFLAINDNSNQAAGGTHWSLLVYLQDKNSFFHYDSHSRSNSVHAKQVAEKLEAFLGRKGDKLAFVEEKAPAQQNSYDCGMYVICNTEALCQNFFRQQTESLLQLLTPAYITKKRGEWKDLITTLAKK
UBC13 polyUb – UBC13 polyubiquitin chain formation inhibitors, primary screen, biochemical, TR-FRET, uHTS. 330,000 tested, 0.47% active. Ubiquitin-conjugating enzyme E2 N (Homo sapiens), P61088. inhibition, % at 20 µM. AID 485273, 2010; in the data active means inhibition above about 45%, passing the limit was not always enough
Target sequence (P61088 whole entry, looked up): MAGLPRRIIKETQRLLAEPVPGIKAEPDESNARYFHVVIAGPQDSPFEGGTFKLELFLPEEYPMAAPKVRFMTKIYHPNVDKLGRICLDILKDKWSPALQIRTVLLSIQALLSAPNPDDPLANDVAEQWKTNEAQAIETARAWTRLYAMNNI
HKDC1 inhibitor – HKDC1 hexokinase inhibitors, primary screen, biochemical, fluorescence, uHTS | Q2TB90 | recombinant HKDC1, G6PDH/diaphorase resazurin coupled fluorescence | inhibition, % at 20 µM | 340,000 tested, 0.16% active | AID 493160, 2011;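 active means inhibition above about 35% when tested at 20 µM, limit read from the data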;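 further: plate controls were DMSO wells with enzyme for no effect and DMSO wells lacking enzyme for full effect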
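Material – in-house recombinant HK5 (HKDC1) enzyme · Quantity – HKDC1 at 5 µg/mL · Buffer or medium – pH 8.0 Tris buffer with 10 mM MgCl2 · Reagent – glucose with 1 mM ATP · Dosing – single 20 µM dose · Times – reaction time 90 min, room temperature, protected from light · Technique – resorufin fluorescence at 613 nm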
SENP6 block – SENP6 protease inhibitors, primary screen, biochemical, luminescence, uHTS; AID 2599, 2010; 330,000 tested, 1.8% active; Recombinant SENP6 catalytic domain, aminoluciferin luminescence; inhibition, % at 10 µM; Sentrin-specific protease 6 (Homo sapiens), Q9GZR1;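 active means inhibition above about 50% at the single tested dose, limit read from the data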;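 further: plate controls were DMSO wells with enzyme for no effect and DMSO wells lacking enzyme for full effect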
Target sequence (Q9GZR1 628-1112 limits assumed): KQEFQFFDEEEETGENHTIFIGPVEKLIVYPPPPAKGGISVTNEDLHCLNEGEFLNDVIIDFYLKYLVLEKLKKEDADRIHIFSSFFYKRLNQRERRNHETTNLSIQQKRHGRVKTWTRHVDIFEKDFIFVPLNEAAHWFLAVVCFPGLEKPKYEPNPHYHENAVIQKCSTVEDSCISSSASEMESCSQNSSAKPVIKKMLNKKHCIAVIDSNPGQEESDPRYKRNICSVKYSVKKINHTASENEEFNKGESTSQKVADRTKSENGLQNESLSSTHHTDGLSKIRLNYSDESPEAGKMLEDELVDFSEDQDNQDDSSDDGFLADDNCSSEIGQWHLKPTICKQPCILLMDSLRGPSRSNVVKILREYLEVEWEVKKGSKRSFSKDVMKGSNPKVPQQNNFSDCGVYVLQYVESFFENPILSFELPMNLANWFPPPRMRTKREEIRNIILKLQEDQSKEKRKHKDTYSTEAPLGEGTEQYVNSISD
SENP1 FRET inh – human SENP1 catalytic domain inhibitors, primary screen, biochemical, FRET, uHTS | recombinant SENP1 catalytic domain, CyPet-SUMO1-YPet FRET cleavage | inhibition, % at 10 µM | 360,000 tested, 0.21% active | AID 624204, 2012;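 active means inhibition at least 30% at 10 µM, raw YFP signal under a set limit, fluorescence ratio 0.5 to 1.5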;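 further: 0% = enzyme with DMSO and 100% = no enzyme wells; some results filed as inactive read as strong as hits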
Target sequence (Q9P0U3 419-644 limits assumed): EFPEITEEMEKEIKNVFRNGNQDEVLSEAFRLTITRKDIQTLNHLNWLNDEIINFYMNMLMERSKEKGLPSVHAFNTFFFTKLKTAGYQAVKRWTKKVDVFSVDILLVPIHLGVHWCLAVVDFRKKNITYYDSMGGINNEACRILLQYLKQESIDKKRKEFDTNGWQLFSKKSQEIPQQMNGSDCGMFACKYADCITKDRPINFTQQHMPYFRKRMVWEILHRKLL
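Compound: 10 µM single point, 0.5% DMSO; Test system: hSENP1 catalytic domain, recombinant; Timing: 50 min reaction at room temperature; Technique: FRET, CFP and YFP emission; Control set: no-enzyme wells low, DMSO-plus-enzyme wells high control.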
SENP8 block-2 – SENP8 protease inhibitors, primary screen, biochemical, luminescence; purified SENP8, Z-RLRGG-aminoluciferin cleavage; inhibition, % at 10 µM; 330,000 tested, 1.2% active; AID 2540, 2010; in the data active means inhibition above about 50%
beta cell repl – inducers of MIN6 beta-cell proliferation, primary screen, ATP luminescence, uHTS. MIN6 cells proliferation, ATPlite luminescence, 48 h; cells starved in 0.2% serum; 100% = growth in 10% serum. 330,000 tested, 0.29% active. proliferation, % at 10 µM;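 active means compounds whose signal lies at least 3.5 SD above the mean of all wells on their plate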;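 further: 0% = DMSO-treated cells in low-serum medium and 100% = 10% serum control; some compounds called inactive have numbers as strong as hits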
SENP7 block – SENP7 protease inhibitors, primary screen, biochemical, luminescence, uHTS; 330,000 tested, 1.5% active; inhibition, % at 5 µM; Sentrin-specific protease 7 (Homo sapiens), Q9BQF6; recombinant SENP7, Z-RLRGG-aminoluciferin luminescence, 40 min;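 active means inhibition above about 50% at the single test dose, limit read from the data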;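 further: plate controls were DMSO with enzyme for no effect and no enzyme buffer wells for full effect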
PfG6PD inh – PfG6PD enzyme inhibitors, primary screen, biochemical, fluorescence intensity, uHTS; PfGluPho enzyme, NADPH resazurin-diaphorase fluorescence; inhibition, % at 20 µM; glucose-6-phosphate dehydrogenase-6-phosphogluconolactonase (Plasmodium falciparum 3D7); AID 504690, 2011; 350,000 tested, 0.78% active;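 active means inhibition reaching at least a set limit at 20 µM in the primary screen, cut at about 59% in these data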;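 further: 0% = DMSO wells with substrate and 100% = DMSO wells lacking glucose-6-phosphate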
Active calls of the source: *; · = no result given.

SMILES	SENP8 block-1	UBC13 polyUb	HKDC1 inhibitor	SENP6 block	SENP1 FRET inh	SENP8 block-2	beta cell repl	SENP7 block	PfG6PD inh
COC(=O)C1=C(c2ccc(F)cc2OCc2ccccc2)C[C@@H]2CC[C@H]1N2C(=O)NCc1ccccc1	15	0	-1	8	3	1	-7	-1	-13
CCOC(=O)c1ccc(N=Cc2c(O)n(-c3ccccc3F)c(=S)[nH]c2=O)cc1	2	3	-3	0	-4	-11	-2	1	-14
N#CC1(c2ccccc2)CCN(C2CC(=O)N(c3ccc(F)cc3)C2=O)CC1 (stereo not drawn)	11	-5	-6	-4	2	-8	-1	-8	-19
COc1cc(OC)c(OC)cc1/C=C1/C(=O)NC(=O)N(Cc2ccccc2)C1=O	-75	-4	8	-9	-2	6	0	4	17
CN(C)C(=O)Oc1ccc2c(c1)O/C(=C\c1ccccc1)C2=O	-10	3	6	-3	1	-13	-4	-5	2
CN1OC[C@@H]2CN[C@H](c3ccccc3Br)C[C@@H]21	-6	·	-6	·	0	·	·	·	6
CC(Cc1ccsc1)NCc1cn[nH]c1-c1ccc(F)cc1F (stereo not drawn)	-59	3	-2	0	-2	3	0	9	-13
CCCCCCC(=O)c1c(O)n(-c2ccccc2OC)c(=O)[nH]c1=O	17	5	-9	-2	1	0	2	1	-11
CCC(C)OC(=O)c1c(N)n(Cc2cccs2)c2nc3ccccc3nc12 (stereo not drawn)	-273	22	-6	-14	-62	-3	1	1	2
N#CC(C#N)=Cc1cccnc1	-5	3	-9	-8	-27	-2	-1	8	22
C=CCn1c(O)c(C(CC)=Nc2ccc3c(c2)CCC3)c(=O)[nH]c1=O	2	-10	0	-15	2	-2	-4	3	-7
COc1ccc(C2N(c3cc(C)on3)C(=O)C3CCCN32)cc1 (stereo not drawn)	9	-10	-12	-20	0	-15	-1	-7	5
CCCCCCOc1ccc(CN2CCN(CCO)CC2)cc1	14	11	-6	-13	-1	-3	-4	5	9
c1ccc(-c2[nH]c(-c3ccccc3)[n+](CC3CO3)c2-c2ccccc2)cc1 (stereo not drawn)	-24	15	-6	-10	0	-9	0	0	-6
CC12CN3CC(C)(CN(C1)C3c1ccncc1)C2=O (stereo not drawn)	1	8	1	0	3	1	-1	-5	-6
COc1ccc2[nH]cc(CCN)c2c1	6	2	-4	1	-9	-5	-4	1	-3
O=C(CCC(=O)N1CCOc2ccc(Cl)cc21)N1CCC2(CC1)OCCO2	10	-4	-5	-16	2	-9	3	13	7
Cc1ccccc1N	17	0	-5	-13	-1	8	-5	-5	-2
CCN(CC)c1ccc(/C=C2\C(=O)NC(=O)N(Cc3ccco3)C2=O)cc1	-21	-54	-2	-2	-22	-1	5	1	26
C#CC1(O)C=CC2C3CCC4=CC(=O)CCC4C3CCC21CC (stereo not drawn)	20	5	0	-1	0	-4	1	-5	-15
O=C(NC1CONC1=O)OCC(Cl)(Cl)Cl (stereo not drawn)	17	3	-8	-2	3	-3	-3	2	-3
CCN(CC)C(=O)c1ccc(NC(=O)Cn2nc(C)c3ccccc3c2=O)cc1	6	-4	0	8	0	-3	0	2	-6
CNC(=S)N1CCn2cccc2C1c1cccnc1 (stereo not drawn)	20	-2	-5	-6	2	-5	2	5	3
COc1ccc(CNCCc2ccc(Cl)cc2)c(OC)c1OC	27	8	-5	-16	3	1	0	-3	-9
CC1CC(OP(O)(=S)c2ccc(N(C)C)cc2NC(=O)c2cccs2)CC(C)(C)C1 (stereo not drawn)	11	-12	-4	-13	3	1	-6	5	55
COc1ccccc1NC(=O)c1cn(CCC#N)nc1-c1cccc(Cl)c1	-1	35	-11	-4	0	6	-4	1	15
CC(Cc1cccs1)NCc1ccc(Cl)cc1 (stereo not drawn)	14	16	-2	-2	2	-2	6	6	-15
C[N+]1(C)[C@@H]2CC[C@H]1CC(OC(=O)C(CO)c1ccccc1)C2 (stereo partly drawn)	3	1	-8	4	2	4	-3	1	3
COc1ccc(N2C(=O)/C(=C/c3cccs3)C(=O)NC2=S)cc1	12	4	7	-1	-1	-5	-6	6	29
COC(=O)C1=C(c2ccc(F)cc2OCc2ccccc2)C[C@@H]2CC[C@H]1N2C(=O)NCc1ccc(OC)cc1	9	6	5	2	1	-1	-7	-6	10
CC(=NCCc1c[nH]c2ccccc12)c1c(O)n(Cc2ccccc2)c(=O)[nH]c1=O	18	10	2	-7	0	-3	-4	1	13
CCc1ccc(N2C(=O)NC(=O)/C(=C/c3cccn3CCOc3ccc(C(C)CC)cc3)C2=O)cc1 (stereo not drawn)	7	-37	-4	-12	-9	5	-6	1	-12
C=CC1CN2CCC1CC2[C@@H](OC(=O)c1ccc(OC)cc1)c1ccnc2ccccc12 (stereo partly drawn)	11	-1	-8	-20	3	-15	-4	-10	-18
CCn1c(O)c(C=NCCc2c[nH]c3ccccc23)c(=O)[nH]c1=O	5	-1	-8	-11	3	-13	-1	-3	5
Cc1ccc2nc(N3CCC(C(=O)N4CCC5(CC4)OCCO5)CC3)sc2c1	30	0	-5	-27	2	-3	-4	6	-6
CN1CCc2nc3sc(C(=O)NC(C)(C)C)c(N)c3cc2C1	-96	-56	5	33	-30	10	-3	12	-15
C1=C(c2ccccc2)CCNC1	10	7	-1	0	0	1	-1	6	-12
COCCN(C(=O)COC(=O)Cc1ccccc1)c1c(N)n(Cc2ccccc2)c(=O)[nH]c1=O	8	5	-7	-10	2	-6	4	-4	-19
CCOC(=O)C1CCCCC12C(C#N)=C(N)Oc1n[nH]c(C)c12 (stereo not drawn)	9	5	1	-8	-1	-3	-3	-3	2
CN1CC(C(=O)c2ccc(Cl)cc2)C(c2ccccc2F)C1 (stereo not drawn)	18	4	-9	-15	3	-3	-3	-8	0
Cc1cc(=O)n(-c2ccccc2)n1-c1ccccc1	15	8	-3	2	-4	5	1	6	7
CCOP(=O)(OCC)C(NC(=O)c1ccc(C)cc1)C(Cl)(Cl)Cl (stereo not drawn)	10	4	-6	-10	-1	-5	0	-4	2
CC1=[N+]([O-])C2(N)CCc3nonc3C2(O)C1 (stereo not drawn)	14	4	-4	7	1	-5	-2	-2	-12
C[n+]1c(-c2ccccc2)cc(CCCCc2cc(-c3ccccc3)[n+](C)c(-c3ccccc3)c2)cc1-c1ccccc1	-68	33	4	-16	1	-2	-7	5	30
O=C(NCc1cccnc1)Nc1ccccc1Cl	4	12	-5	-5	-1	0	0	-7	-11
CCc1ccc2nc(N3CCC(C(=O)N4CCC5(CC4)OCCO5)CC3)sc2c1	5	-13	-4	-7	1	-13	-4	-8	-5
N#CC(C#N)=Cc1ccc(N2CCOCC2)cc1	16	-2	0	-1	-127	0	0	-10	-1
CCc1c(-c2ccccc2)nc2ccccc2c1C(=O)N1CCC2(CC1)OCCO2	4	-10	-5	21	1	5	-3	-2	-21
CCN1C[C@]2(COC)CC[C@H](OC)[C@@]34C1[C@]1(OCO[C@@]15C[C@H](OC)[C@H]1C[C@@H]3[C@@H]5[C@H]1OC)[C@@H](O)[C@H]24	15	-15	-2	4	1	-3	0	-10	-14
CC(=O)OC1CC[C@]2(C#N)[C@H]3CC[C@]4(C)[C@H](C5C=CC(=O)O5)CCC4(O)C3CCC2(O)C1 (stereo partly drawn)	13	-4	-4	-12	4	-14	2	-3	-11

Structures listed so far that contain two or more sulfur atoms:
SMILES	SENP8 block-1	UBC13 polyUb	HKDC1 inhibitor	SENP6 block	SENP1 FRET inh	SENP8 block-2	beta cell repl	SENP7 block	PfG6PD inh
CC1CC(OP(O)(=S)c2ccc(N(C)C)cc2NC(=O)c2cccs2)CC(C)(C)C1 (stereo not drawn)	11	-12	-4	-13	3	1	-6	5	55
COc1ccc(N2C(=O)/C(=C/c3cccs3)C(=O)NC2=S)cc1	12	4	7	-1	-1	-5	-6	6	29

Ordered by SMILES length (lowest first): part of the list above
SMILES	SENP8 block-1	UBC13 polyUb	HKDC1 inhibitor	SENP6 block	SENP1 FRET inh	SENP8 block-2	beta cell repl	SENP7 block	PfG6PD inh
Cc1ccccc1N	17	0	-5	-13	-1	8	-5	-5	-2
CN1OC[C@@H]2CN[C@H](c3ccccc3Br)C[C@@H]21	-6	·	-6	·	0	·	·	·	6
CCn1c(O)c(C=NCCc2c[nH]c3ccccc23)c(=O)[nH]c1=O	5	-1	-8	-11	3	-13	-1	-3	5

(next part)
SMILES	SENP8 block-1	UBC13 polyUb	HKDC1 inhibitor	SENP6 block	SENP1 FRET inh	SENP8 block-2	beta cell repl	SENP7 block	PfG6PD inh
CCCCCCCSc1cc(OC)c(CCNC)cc1OC	24	51*	7	-17	2	-12	-4	-8	-3
CN1CCCN(C(=O)COc2ccccc2Br)CC1	5	0	-1	-17	1	0	1	0	7
CCCCn1c(=O)c(C(=O)NCc2ccco2)c(O)c2ccccc21	-38	16	-5	-1	-1	-1	-2	6	-29
N#CC1c2ccccc2-n2nncc2CN1S(=O)(=O)c1ccccc1 (stereo not drawn)	6	·	-2	·	1	·	·	·	-7
CN(C)C1(c2nnnn2-c2ccc(Cl)cc2)CCCCC1	12	-8	-4	-1	2	-7	-3	-9	5
c1cncc(C2CC(c3cccs3)n3ncnc3N2)c1 (stereo not drawn)	-57	6	-8	-9	1	1	-3	-1	-19
Nc1ccc(CCN2CCCC2)cc1	26	6	-3	16	0	-4	-3	1	-5
O=c1[nH]c(O)c(N=Nc2ccc3c(c2)OCCO3)c(=O)[nH]1	-25	-113	-12	19	39*	-14	-4	1	8
CC(Cc1ccccc1)NC(=O)Cc1ccc([N+](=O)[O-])cc1 (stereo not drawn)	5	-4	-3	1	1	8	-3	5	3
COC(=O)C1=C(c2ccc(OC)c(OC)c2)C[C@@H]2CC[C@H]1N2C(=O)NCCOc1ccc(OC)cc1	6	11	-7	-5	0	7	-2	4	-10
COC(=O)C1=C(c2ccccc2OCc2ccccc2)C[C@@H]2CC[C@H]1N2C(=O)NCc1ccc(C(C)(C)C)cc1	6	-4	-1	-2	3	4	-7	5	-18
COC1=C(C)C(=O)C2=C(C1=O)C(CO)N1C(C#N)C3CC4C(C1C2N1CCOC41)N3C (stereo not drawn)	14	·	32	·	1	·	·	·	84*
O=C1CC(c2cccnc2)=NN1c1ccccc1	18	-9	-11	17	1	2	1	18	-3
N#C[C@H](O[C@@H]1O[C@H](CO[C@@H]2O[C@H](CO)[C@@H](O)[C@H](O)[C@H]2O)[C@@H](O)[C@H](O)[C@H]1O)c1ccccc1	11	2	1	4	0	-2	-2	11	-12
CN(C)c1ccc(C(=O)c2ccc(N(C)C)cc2)cc1	-106	30	-7	2	-23	4	-2	-1	5
O=C1NC(=O)C2(Cc3ccccc3N3CCCC32)C(=O)N1c1ccc(Cl)cc1 (stereo not drawn)	·	-20	10	-14	·	-7	-1	-13	-10
COc1ccc2[nH]c(C)c(CCNCc3cn(C)c4ccccc34)c2c1	1	14	-2	-12	2	-4	-7	-5	5
NP(=O)(OCCCc1ccccc1)c1ccccc1 (stereo not drawn)	6	1	-3	-7	3	5	-1	-3	9

The list is partial; rates above refer to the full screens.
